# Compound activity from PubChem BioAssay.
# Peg3 promoter = Peg3 promoter activity inhibition; HeLa PEG-Prom luciferase reporter, luminescence, overnight; 360,000 compounds, 1.7% hits; inhibition, % at 20 µM;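 active = inhibition of at least 50% at 20 µM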
# CF NFkB inh = cystic fibrosis NF-kB activation inhibition; KKLEB NF-kB-GFP reporter, PAF-induced, GFP fluorescence overnight; inhibition, % at 5 µM; 360,000 compounds, 0.86% hits; AID 588850;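 active = at least 50% inhibition at 5 µM, scaled per plate between neutral and stimulator controls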;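 note: PAF is a Pseudomonas aeruginosa culture filtrate used as stimulus; plate controls were PAF-stimulated DMSO wells for no effect and unstimulated DMSO wells for full effect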
# TWEAK-Fn14 inh = inhibitors of TWEAK-Fn14 interaction signaling. AID 1159606. 360,000 compounds, 2% hits. TWEAK-stimulated Fn14 reporter cells, luciferase luminescence, 8 h. inhibition, % at 10 µM; in the data active = inhibition above about 50%
# NR2E3 ag-1 = activates human NR2E3 receptor | Q9Y5X4 | CHO-S Gal4-NCOR/VP16-NR2E3 two-hybrid, luciferase | inhibition of corepressor binding, % at 3.98 µM | 360,000 compounds, 0.35% hits | AID 602229;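 active = inhibition above the mean of all tested compounds plus 3 SD, cut at about 70% in these data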;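 note: 0% = DMSO with NR2E3 transfected cells and 100% = cells lacking NR2E3 construct; higher means lower luciferase signal from less NR2E3 corepressor binding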
# Target sequence (Q9Y5X4 whole entry, looked up, the tested form may be a part): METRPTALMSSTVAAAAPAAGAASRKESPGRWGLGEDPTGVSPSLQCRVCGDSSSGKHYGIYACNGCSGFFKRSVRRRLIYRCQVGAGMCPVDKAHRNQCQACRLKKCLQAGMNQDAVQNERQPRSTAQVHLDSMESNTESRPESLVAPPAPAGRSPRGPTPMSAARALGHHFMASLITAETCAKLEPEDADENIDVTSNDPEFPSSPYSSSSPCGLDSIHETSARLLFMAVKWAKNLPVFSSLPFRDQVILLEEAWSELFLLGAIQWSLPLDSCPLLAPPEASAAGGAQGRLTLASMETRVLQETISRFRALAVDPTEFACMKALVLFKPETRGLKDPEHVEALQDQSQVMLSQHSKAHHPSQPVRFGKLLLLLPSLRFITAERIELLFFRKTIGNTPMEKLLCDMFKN
# TROY NFkB inh = inhibitors of TROY-dependent NF-kB signaling | Q293 LMP1-TROYcd NF-kB luciferase reporter, 4 h | inhibition, % at 10 µM | 360,000 compounds, 0.98% hits | AID 1347056;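 active = compounds whose plate-normalised and pattern-corrected inhibition of the luciferase reporter signal at the single screening dose is 50% or more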
# C8 TRAIL sens = sensitizes caspase-8 expressing cells to TRAIL. NB7+C8 cells + TRAIL, ATPlite viability luminescence. inhibition (viability loss, TRAIL sensitization), % at 10 µM. 360,000 compounds, 1% hits. AID 624354;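 active = compounds causing at least 50% loss of cell viability in the single-dose screen, relative to plate controls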
# HIF-2a inh = inhibitors of HIF-2a; 360,000 compounds, 0.72% hits; AID 624352; inhibition, % at 18.8 µM; 786-0 RCC cells HIF-2a reporter, luciferase luminescence, overnight;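 active = inhibition of the luminescence signal of 40% or more relative to plate controls, in a single-dose primary screen at 18.75 µM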
# Shn3 3UTR inh = Schnurri-3 reporter inhibition in Clone20 osteoblasts; Clone20 osteoblast Shn3 3'UTR firefly luciferase, 24 h; inhibition, % at 12.5 µM; 360,000 compounds, 0.52% hits; AID 588674;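 active = mean inhibition of at least 75% with every replicate also reaching 75%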;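 note: 0% = median of neutral control wells and 100% = pilot-screen positive control compound; some compounds past the cut are filed as inactive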
# KKLEB cytotox = reduces viability of KKLEB cystic fibrosis airway cells. KKLEB CF airway cells viability, ATPlite luminescence, overnight; hits give low values; cells stimulated with P. aeruginosa culture filtrate. activity change (cytotoxicity), % at 5 µM. 360,000 compounds, 0.36% hits. AID 602141;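 active = corrected activity change at or below -50% at 5 µM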
# TRPM1 prom inh = MITF TRPM1 promoter inhibition in SK-MEL-5 cells; AID 488899; SK-MEL-5 TRPM1 promoter luciferase, 24 h; 330,000 compounds, 0.83% hits; inhibition, % at 12.5 µM;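 active = mean inhibition across replicates of 60% or more, whatever share of single replicates reaches that level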; note: values of inactives mirror those of a sister screen read the other way
# NR2E3 ag-2 = agonists of human nuclear receptor NR2E3; AID 2300; GST-NR2E3/biotin-RetCOR TR-FRET, 1536-well; Q9Y5X4; 320,000 compounds, 0.12% hits; inhibition of corepressor binding, % at 4.78 µM;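 active = percent inhibition above the cutoff of mean plus 3 SD of all tested compounds, set per screening campaign, cut at about 20% in these data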;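 note: 0% = DMSO wells and 100% = biotin wells as full block of FRET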
#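 Material: NR2E3–RetCOR corepressor complex / Incubation: Compound–protein incubation for 5 h at 4 °C / Dosing: compound at 4.8 µM, single dose / Detection: time-resolved FRET / Benchmarks: high control biotin, low control 0.6% DMSO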
# An asterisk follows results filed as active; x = no result given.
SMILES,Peg3 promoter,CF NFkB inh,TWEAK-Fn14 inh,NR2E3 ag-1,TROY NFkB inh,C8 TRAIL sens,HIF-2a inh,Shn3 3UTR inh,KKLEB cytotox,TRPM1 prom inh,NR2E3 ag-2
C=CCC1(CC=C)CCCN1C(=O)CC1C(=O)NCCN1Cc1cccc(OC)c1OC (stereo not drawn),11,2,8,-12,17,4,11,5,3,-2,3
Cc1ccc(Nc2ccc(C(N)=O)cc2[N+](=O)[O-])cc1C,-2,17,22,2,7,-3,-1,13,-7,-2,-3
COC(=O)CC1C(=O)NCCN1C(=O)CSc1nnnn1-c1ccc(OC)cc1 (stereo not drawn),5,-13,-3,-3,-16,1,10,1,12,-1,6
O=C(Nc1ccc(OC(F)F)c(Cl)c1)C(c1ccccc1)c1ccccc1,33,4,19,26,57*,10,4,-13,4,-9,4
Cc1cc(NC(=O)COC(=O)c2cc(S(=O)(=O)N(C)C)ccc2Cl)no1,6,20,11,-13,0,-6,14,-7,0,-4,4
CCN1CCN(C(=O)c2c(-c3ccccc3)noc2C)CC1,5,12,16,9,-9,-9,16,0,0,-7,-4
O=S(=O)(CC12C3C4C5C1C2C(Br)(C43)C51OCCO1)c1ccccc1 (stereo not drawn),11,11,12,-12,2,11,15,-1,3,-6,-1
O=C(Nc1cccc(C(F)(F)F)c1)c1ccc(-c2ccc(F)c(F)c2)c2ccoc12,21,0,-82,-8,0,9,-24,29,0,x,x
COc1ccccc1CCNC(=O)CSCC(=O)Nc1ccccc1F,7,2,-3,0,-13,-9,3,-10,-6,x,x
Cn1c(SCC(N)=O)nnc1-c1ccccc1,-1,13,4,-7,9,-24,5,-4,-2,8,2
O=C(CCN1CCCCC1)N1CCc2c([nH]c3ccccc23)C1c1cccnc1 (stereo not drawn),1,26,17,-20,-10,2,6,-1,-10,-7,x
Cc1ccc(S(=O)(=O)Nc2cccc(Oc3cnccn3)c2)cc1,25,4,16,8,-11,-17,0,-4,-8,7,0
Cc1ccc(C)c(S(=O)(=O)Nc2ccccc2C(=O)Nc2cc(C)on2)c1,41,15,28,49,32,-1,21,7,-9,0,0
O=[N+]([O-])c1ccccc1/C=N/NC1=NCCCCC1,-172,-2,1,-28,-40,22,-159,-55,4,-34,-4
COCCCNC(=O)C[C@H]1C[C@H](C(=O)N2CCOCC2)[C@@]2(CCC3CCCC3)c3[nH]c4cc(-c5ccco5)ccc4c3CCN2C1=O,14,15,1,-13,4,1,7,27,10,4,x
COc1ccccc1C(=O)NC(CCSC)C(=O)NNC(=O)C(C)Oc1ccccc1F (stereo not drawn),5,-24,-10,0,6,-4,-5,-8,-5,3,4
O=P(c1ccccc1)(c1ccccc1)C(O)c1ccc(Br)cc1 (stereo not drawn),19,12,-10,16,4,9,17,2,-4,3,1
Cc1cc(S(=O)(=O)NCc2ccccc2)ccc1OCC(=O)NCc1ccncc1,23,-19,-4,-23,-3,6,19,7,13,6,1
CCCC(=O)Nc1ccc(Br)cn1,-13,3,-2,-19,0,3,-11,0,10,-16,2
CC(C)C[C@@H](CN1CCC[C@@H]1CN1C(=O)C(=O)NC[C@@H]1Cc1ccccc1)N1C[C@H](Cc2ccc(O)cc2)N(CC2CCCCC2)C(=O)C1=O,8,-30,8,9,-17,0,-6,-16,6,-6,x
CC(C)CCN1C(=O)c2ccc(C(=O)Nc3ccccc3C(=O)O)cc2C1=O,-23,-2,1,-67,38,-3,-63,18,4,0,x
O=C(NC1CCCCC1)C1CC(=O)N(c2ccc(Cl)cc2)C1 (stereo not drawn),-1,9,-21,-10,-6,2,7,-26,4,-2,-1
CC(C)(C)OC(=O)C[C@@H]1C/C=C\C[C@H](CC(=O)N(CCO)Cc2ccccc2)C(=O)N[C@H](Cc2ccccc2)COC1=O,4,-1,20,-10,-8,0,-6,-32,13,4,x
COCCCNC(=O)C1CC(=O)N(c2ccc(C)cc2)C1 (stereo not drawn),6,3,1,-6,14,-13,24,9,0,10,0
CCN(CC(=O)Nc1ccc(OC)cc1)C(=O)C1CC(=O)N(Cc2ccccc2)C1 (stereo not drawn),-21,2,-5,-15,-2,-4,4,-2,-1,x,x

# Next structures:
SMILES,Peg3 promoter,CF NFkB inh,TWEAK-Fn14 inh,NR2E3 ag-1,TROY NFkB inh,C8 TRAIL sens,HIF-2a inh,Shn3 3UTR inh,KKLEB cytotox,TRPM1 prom inh,NR2E3 ag-2
Cc1ccc(-c2cc(C(=O)NCc3cccs3)no2)cc1,-113,-11,-27,-39,-49,-26,-189,-80,-9,-68,1
Cc1c(C(=O)N2CCCc3ccccc32)oc2ccc(S(=O)(=O)N3CCOCC3)cc12,30,-3,0,25,3,1,-4,53,-14,10,-3
O=C(COC(=O)CCC(=O)c1ccc(Cl)cc1)NCC1CCCO1 (stereo not drawn),4,22,-2,-26,12,-17,-5,1,-5,-9,-3
C[C@H]1CN([C@@H](C)CO)C(=O)c2cc(C#CC3(O)CCCC3)cnc2O[C@H]1CN(C)C(=O)C1CC1,11,12,4,-15,-5,-5,-3,-8,-8,x,x
Cc1c(C)n(CCc2c[nH]c3ccccc23)ccc1=O,8,9,-2,-24,13,-10,10,1,-7,-16,1
Cc1[nH]c2ccccc2c1N=Nc1c(C)n(C)n(-c2ccccc2)c1=O,-1,-2,-14,5,5,2,3,-28,2,7,2
CCn1c(C(O)c2ccccc2)nc2ccccc21 (stereo not drawn),-3,-18,6,-5,6,-9,-19,3,16,6,0
CCc1cccc(NS(=O)(=O)c2c(C)n[nH]c2C)c1,20,9,-8,-18,16,-7,11,12,5,13,1
CC(C)(C)n1nc2c(c1NC(=O)COc1ccc(Cl)cc1)CS(=O)(=O)C2,8,12,7,-13,13,-30,11,4,1,-9,-2
Cc1ccc(C2=NN(CC(=O)NCCN(C)C)C(=O)CC2)cc1,13,4,15,-23,1,-1,5,-3,3,-1,-2
NS(=O)(=O)c1ccc(S(=O)(=O)c2ccccc2)nc1,11,-2,10,-8,13,4,11,7,16,x,-1
NS(=O)(=O)c1ccc(N/N=C/c2ccc(C(=O)O)cc2)c([N+](=O)[O-])c1,9,-20,-3,-10,6,27,1,13,8,23,3
CCCOc1ccc(CC(CC(=O)O)(C(=O)O)C(=O)O)cc1,4,-8,44,7,6,1,9,-9,5,2,4
O=C(NCc1ccncc1)c1cccc(F)c1,13,2,-2,1,-8,-3,-9,-15,-10,5,5
COC(=O)C1=NNC2(c3ccc(C)cc3)C(=O)N(c3ccc(C)cc3)C(=O)C12 (stereo not drawn),2,14,-14,-48,5,7,7,0,2,3,5
CCOc1cc(N2CCOCC2)c(OCC)cc1NC(=O)CN1C(=O)NC2(CCCCCCC2)C1=O,4,21,-10,1,-14,3,18,13,5,9,3
CCOc1cccc(OCCOc2ccc(C(=O)c3ccccc3)cc2)c1,13,8,-2,-25,8,-8,15,11,-4,3,2
Cc1cc(C)c2cc(C#N)c(SCC(=O)Nc3ccc4c(c3)OCO4)nc2c1,-4,31,-8,-8,15,15,-12,16,-31,-2,0
O=C(C[C@H]1C[C@@H]2c3cc(NS(=O)(=O)c4ccccc4)ccc3O[C@@H]2[C@H](CO)O1)NC1CCCC1,-9,-11,5,-24,-3,-8,-5,0,11,x,x
Cc1ccc(NC(=O)Cn2cccc2)c(C)c1,-4,8,1,-8,3,6,1,-12,1,2,0
CC(OC(=O)c1cc(=O)[nH]c2ccccc12)C(=O)NC1CCCCC1C (stereo not drawn),3,22,1,-3,-5,8,16,-12,-6,11,-5
Cc1ccc(-c2nc(CSCC(=O)N3CCN(C(=O)c4ccco4)CC3)c(C)o2)cc1,4,-7,-21,4,-4,-1,7,19,5,10,5
O=C(NCc1cccnc1)C(=O)Nc1nc(-c2ccccc2)cs1,-101,-1,-19,9,-43,2,-170,-35,4,-52,1
O=C(Nc1ccc(Br)cc1)c1ccco1,-262,3,-3,-25,-61,-9,-325,-10,-3,-88,-1
Cc1nc(Nc2ccc(Cl)c(Cl)c2)sc1C(/C=C/c1ccc2c(c1)OCO2)=NNc1ccc([N+](=O)[O-])cc1[N+](=O)[O-],2,-5,-18,6,-13,-13,-6,-5,-2,8,x
C/C(=N\S(=O)(=O)c1ccc(C)cc1)N(C)C,-50,6,-17,-3,8,0,-36,x,-10,1,-1

# Entries listed so far that contain four or more nitrogen atoms, in the order listed:
SMILES,Peg3 promoter,CF NFkB inh,TWEAK-Fn14 inh,NR2E3 ag-1,TROY NFkB inh,C8 TRAIL sens,HIF-2a inh,Shn3 3UTR inh,KKLEB cytotox,TRPM1 prom inh,NR2E3 ag-2
COC(=O)CC1C(=O)NCCN1C(=O)CSc1nnnn1-c1ccc(OC)cc1 (stereo not drawn),5,-13,-3,-3,-16,1,10,1,12,-1,6
Cn1c(SCC(N)=O)nnc1-c1ccccc1,-1,13,4,-7,9,-24,5,-4,-2,8,2
O=C(CCN1CCCCC1)N1CCc2c([nH]c3ccccc23)C1c1cccnc1 (stereo not drawn),1,26,17,-20,-10,2,6,-1,-10,-7,x
O=[N+]([O-])c1ccccc1/C=N/NC1=NCCCCC1,-172,-2,1,-28,-40,22,-159,-55,4,-34,-4
COCCCNC(=O)C[C@H]1C[C@H](C(=O)N2CCOCC2)[C@@]2(CCC3CCCC3)c3[nH]c4cc(-c5ccco5)ccc4c3CCN2C1=O,14,15,1,-13,4,1,7,27,10,4,x
CC(C)C[C@@H](CN1CCC[C@@H]1CN1C(=O)C(=O)NC[C@@H]1Cc1ccccc1)N1C[C@H](Cc2ccc(O)cc2)N(CC2CCCCC2)C(=O)C1=O,8,-30,8,9,-17,0,-6,-16,6,-6,x
Cc1[nH]c2ccccc2c1N=Nc1c(C)n(C)n(-c2ccccc2)c1=O,-1,-2,-14,5,5,2,3,-28,2,7,2
Cc1ccc(C2=NN(CC(=O)NCCN(C)C)C(=O)CC2)cc1,13,4,15,-23,1,-1,5,-3,3,-1,-2
NS(=O)(=O)c1ccc(N/N=C/c2ccc(C(=O)O)cc2)c([N+](=O)[O-])c1,9,-20,-3,-10,6,27,1,13,8,23,3
CCOc1cc(N2CCOCC2)c(OCC)cc1NC(=O)CN1C(=O)NC2(CCCCCCC2)C1=O,4,21,-10,1,-14,3,18,13,5,9,3
O=C(NCc1cccnc1)C(=O)Nc1nc(-c2ccccc2)cs1,-101,-1,-19,9,-43,2,-170,-35,4,-52,1
Cc1nc(Nc2ccc(Cl)c(Cl)c2)sc1C(/C=C/c1ccc2c(c1)OCO2)=NNc1ccc([N+](=O)[O-])cc1[N+](=O)[O-],2,-5,-18,6,-13,-13,-6,-5,-2,8,x

# This is a subset (hit frequency here may not be typical).
